Compound activity deposited in PubChem by several laboratories.
RTF Ca sens act – increases calcium sensitivity of human cardiac regulated thin filaments; activation, % at 7.2 µM; 340,000 tested, 0.24% active; P19429+P45379; AID 493008; IANBD-labeled TnC RTF fluorescence at EC20 calcium; 0% EC20 calcium, 100% full calcium;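 active = activation above the mean over all tested compounds plus 3 SD, cut at about 30% in these data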;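 also: rise in fluorescence read as greater calcium sensitivity of cardiac thin filaments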
C-LANA FP – blocks KSHV LANA C-terminal domain binding to DNA. MBP-C-LANA/FAM-LBS DNA binding, fluorescence polarization. inhibition, % at 9 µM. 340,000 tested, 0.078% active. AID 504423;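 active = highest replicate inhibition at or above 60% at 9 µM, even if other replicates fall short; inactive = all replicates below 60% inhibition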;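 also: 0% = neutral control wells and 100% = 4 µM acridine orange control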
MOR-DOR ag – OPRM1-OPRD1 heterodimerization agonism; P35372+P41143; cells, luminescence; activation, % at 9.3 µM; 340,000 tested, 0.3% active; AID 504326; in the data active = activation above about 18%;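 also: 0% = vehicle-treated cells and 100% = reference agonist; values of inactives mirror those of a sister screen read the other way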
MOR-DOR inv ag – mu-delta opioid heterodimer inverse agonism | 340,000 tested, 0.21% active | cell-based MOR-DOR heterodimer luminescence | AID 504357 | inhibition, % at 9.3 µM; in the data active = inhibition above about 22%, passing the limit was not always enough;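 also: 0% = cells with DMSO and 100% = wells without cells with DMSO; values of inactives mirror those of a sister screen read the other way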
Keap1 Nrf2 FP – Keap1-Nrf2 (human) interaction inhibition; Keap1 Kelch-Nrf2 peptide fluorescence polarization, 1536-well; 340,000 tested, 0.15% active; Q14145; inhibition, % at 9.4 µM; in the data active = inhibition above about 12%;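 also: human Keap1 Kelch domain with fluorescein labeled Nrf2 9mer peptide probe; 0% = neutral control wells and 100% = peptide positive control; higher means more block of Keap1 binding to Nrf2 peptide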
Target sequence (Q14145 whole entry, looked up, the tested form may be a part): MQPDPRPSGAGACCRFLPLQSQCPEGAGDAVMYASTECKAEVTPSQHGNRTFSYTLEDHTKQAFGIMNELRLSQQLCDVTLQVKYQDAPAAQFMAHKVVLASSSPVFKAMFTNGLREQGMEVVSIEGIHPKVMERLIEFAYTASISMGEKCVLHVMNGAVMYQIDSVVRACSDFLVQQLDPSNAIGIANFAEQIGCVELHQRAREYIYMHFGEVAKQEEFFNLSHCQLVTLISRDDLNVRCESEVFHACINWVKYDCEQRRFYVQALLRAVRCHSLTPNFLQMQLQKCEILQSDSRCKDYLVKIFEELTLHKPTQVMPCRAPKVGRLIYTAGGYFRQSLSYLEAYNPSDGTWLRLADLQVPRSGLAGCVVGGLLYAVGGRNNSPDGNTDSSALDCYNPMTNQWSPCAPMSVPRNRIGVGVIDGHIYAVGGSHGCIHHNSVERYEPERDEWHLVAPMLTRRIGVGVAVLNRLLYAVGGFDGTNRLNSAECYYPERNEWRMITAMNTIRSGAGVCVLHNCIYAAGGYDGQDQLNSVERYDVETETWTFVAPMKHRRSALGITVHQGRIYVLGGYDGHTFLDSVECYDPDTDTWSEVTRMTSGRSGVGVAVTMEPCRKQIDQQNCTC
Wnt bcat act – activators of Wnt/beta-catenin signaling; Wnt/beta-catenin reporter cell assay, activator, plate reader; activation, % at 9.35 µM; 300,000 tested, 1.2% active; AID 743398; in the data active = activation above about 30%, passing the limit was not always enough;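 also: 0% = neutral control wells and 100% = positive control wells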
Pemphigus Ab inh – inhibitors of pemphigus antibody binding to human desmoglein-3; DSG3-coupled beads, scFv-anti-DSG3-GFP binding, flow cytometry; hits give low values; binding (percent of control), % at 10 µM; 310,000 tested, 0.48% active; AID 588358;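 active = binding more than 3 SD below its plate's average and above zero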;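 also: hits lower antibody fragment binding to DSG3; some compounds called inactive have numbers as strong as hits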
V-ATPase pH – alters yeast V-ATPase proton transport | S. cerevisiae, pHLuorin cytosolic pH fluorescence | response, % at 10 µM | 350,000 tested, 0.37% active | AID 504577; in the data active = response mostly above about 7.3%, no sharp cut-off; inactive = mostly below about 5.4%; also: actives read high; inactives centre near 0; some compounds called inactive have numbers as strong as hits; reference of the scale not given here
Arrestin-AP2 inh – blocks beta-arrestin peptide binding to AP2 adaptin; FITC-arrestin peptide / GST-AP2 beads, flow cytometry; AP2 beta2 appendage carries R879A mutation; inhibition, % at 10 µM; 340,000 tested, 0.31% active; AID 504490;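 active = inhibition above a set limit, near 3 SD of compounds lacking own fluorescence, cut at about 54% in these data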;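 also: plate controls were DMSO wells for no effect and 5 µM unlabelled arrestin peptide for full effect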
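System: GST-AP2 R879A glutathione beads; medium: PBS, Tween 20 0.05%, BSA 0.1%; reagent: fluorescein-tagged arrestin peptide at 50 nM final; schedule: pre-incubation 12 min, peptide binding 1 h, room temperature; detection: flow cytometry, FL1 (488/535 nm); read-out: inhibition as reduced fluorescein signal on beads, percent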
RTF Ca sens inh – cardiac RTF calcium desensitization; IANBD-labeled cardiac RTF, Ca2+ fluorescence; P19429+P45379; 340,000 tested, 0.12% active; inhibition, % at 7.15 µM;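 active = inhibition above the mean inhibition of all tested compounds plus 3 SD, cut at about 17% in these data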;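 also: assay run at fixed EC70 calcium of 1.6 mM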
Starred values were filed as active, the others as inactive; x = not tested or not shown.

#1 O=c1c2ccccc2c(=O)n(-c2ccccc2)n1CCCCBr
#2 CN(C)CCCNC(=O)C[C@H]1C[C@H](C(=O)N2CCCCC2)[C@@]2(C)c3[nH]c4ccc(Cl)cc4c3CCN2C1=O
#3 O=C(NCc1ccccc1)/C(=C\c1ccc(O)cc1)NC(=O)c1ccco1
#4 COc1ccc(NC2CCCN(C(=O)CN3CCOC3=O)C2)cc1 (stereo not drawn)
#5 CCOC(=O)c1cccc(NC(=O)CCc2nnc3ccc(N4CCN(C)CC4)nn23)c1
#6 CSc1ccc(S(=O)(=O)Nc2ccc3c4c(cccc24)CC3)cc1
#7 CCCS(=O)(=O)c1nc(C)cc(C)c1S(C)(=O)=O
#8 CCN(CC)S(=O)(=O)c1ccc(C(=O)Nc2ccc3c(c2)OCCO3)cc1
Compound	1	2	3	4	5	6	7	8
RTF Ca sens act	x	2	3	-1	3	3	7	1
C-LANA FP	x	4.0	0.6	0.6	2.1	-1.8	-0.2	0.8
MOR-DOR ag	x	-1.7	-3.0	-1.0	-2.3	6.0	-4.1	-2.3
MOR-DOR inv ag	x	9	16	4	12	-31	21	12
Keap1 Nrf2 FP	x	2	-2	3	2	-10	-4	2
Wnt bcat act	6	-2	7	-4	0	x	0	x
Pemphigus Ab inh	105	99	103	108	x	101	111	98
V-ATPase pH	2	2	-4	-2	-4	-3	-3	-6
Arrestin-AP2 inh	-3	-10	-6	24	-14	-13	-7	5
RTF Ca sens inh	x	-4	-3	-1	2	3	0	-7

#9 COc1ccc(OC)c(S(=O)(=O)Nc2ccc(O)c(Sc3ncn[nH]3)c2)c1
#10 CCn1c(CNC(=O)Cc2ccc(OC)cc2)nnc1SCC(=O)c1ccc(Br)cc1
#11 C=CCC1(/C=N/O)CCOC(C)(C)C1 (stereo not drawn)
#12 CC(Cc1cccs1)NC(=S)Nc1ccc(F)cc1 (stereo not drawn)
#13 O=C(/C=C/c1ccc(Cl)cc1Cl)N1CCc2ccccc21
#14 Cc1ccccc1C(=O)NC(=S)Nc1cccc(NC(=O)C(C)C)c1
#15 C/C(=N\NC(=O)C(O)c1ccccc1)c1ccc(Cl)cc1 (stereo not drawn)
#16 Cc1cc(C)n(Cc2ccc(F)cc2)c(=O)c1C#N
Compound	9	10	11	12	13	14	15	16
RTF Ca sens act	-1	3	-2	-3	6	-5	-6	3
C-LANA FP	0.0	0.4	1.5	0.8	0.6	-1.2	0.8	0.1
MOR-DOR ag	-0.8	-2.6	-0.7	3.0	-1.0	0.0	-1.4	-1.9
MOR-DOR inv ag	4	14	3	-15	6	0	7	10
Keap1 Nrf2 FP	1	0	-1	-2	-7	0	-7	-4
Wnt bcat act	0	-3	-1	x	48*	8	-1	-3
Pemphigus Ab inh	104	97	101	103	132	84	97	98
V-ATPase pH	-3	4	0	6	4	-4	0	6
Arrestin-AP2 inh	2	28	44	18	-2	19	30	-7
RTF Ca sens inh	-9	-5	5	6	4	-7	1	-5

#17 CCOC(=O)NNC(=O)c1[nH]c2ccc(Br)cc2c1-c1ccccc1
#18 CN(CCc1ccccc1)C1CCCN(S(=O)(=O)N(C)C)C1 (stereo not drawn)
#19 O=C(NCC1CCCCC1)c1ccc(Br)o1
#20 Cc1ccsc1C(=O)Nc1ccccc1N1CCOCC1
#21 O=C(c1csc2c1CCCC2)N1CCN(c2ccccc2)CC1
#22 O=C(Nc1ccccc1F)Nc1ccccc1N1CCCCC1
#23 CCSCc1nnc(SCC(=O)Nc2nccs2)n1CC
#24 Cc1ccc(NC2=CC(=O)C(=O)c3ccccc32)cc1
Compound	17	18	19	20	21	22	23	24
RTF Ca sens act	-7	-1	-3	-2	4	-2	4	2
C-LANA FP	-1.5	1.2	-0.2	-2.5	2.2	-2.2	-0.3	0.5
MOR-DOR ag	1.9	-2.1	-3.7	-1.7	1.1	4.4	-0.4	4.5
MOR-DOR inv ag	-9	10	19	9	-7	-23	2	-21
Keap1 Nrf2 FP	-3	-5	-2	-5	-7	-3	0	-2
Wnt bcat act	1	0	2	x	x	47*	3	73*
Pemphigus Ab inh	120	120	x	105	104	104	114	101
V-ATPase pH	4	1	-1	1	2	4	6	3
Arrestin-AP2 inh	25	37	0	-1	9	-9	13	6
RTF Ca sens inh	16	-6	-6	-11	1	-9	-8	-2

#25 C/C(=N\OCc1ccc(C#N)cc1)c1ccc(S(=O)(=O)N(C)C)cc1
#26 Cn1ccnc1SCC(=O)c1ccc2ccccc2c1
#27 COc1ccc(OC)c(NC(=O)CSC2=NN3CCCC(=O)N=C3S2)c1
#28 O=C(NCCc1ccc(C(F)(F)F)cc1)C1CC(=O)N(c2ccc3c(c2)OCCO3)C1 (stereo not drawn)
#29 COc1c(C(=O)Nc2nccs2)ccc2ccccc12
#30 O=C(CNc1ccccc1)Nc1ccc(F)cc1
#31 COc1ccc(S(=O)(=O)N2CCCCC2)cc1NC(=O)[C@@H]1CCCN1C(=O)c1cccs1
#32 CCCC(=O)Nc1ccc(Cl)c(NC(=O)c2ccc(Br)o2)c1
Compound	25	26	27	28	29	30	31	32
RTF Ca sens act	-1	0	-1	-3	-2	6	2	2
C-LANA FP	-0.6	-1.3	0.1	-3.1	-2.2	0.0	0.1	6.4
MOR-DOR ag	2.4	-1.3	-1.8	-1.0	1.4	1.1	-4.3	-1.1
MOR-DOR inv ag	-14	6	11	4	-6	-7	17	6
Keap1 Nrf2 FP	-1	-4	5	-6	-4	5	-7	1
Wnt bcat act	23	50*	-2	-4	37*	x	-2	x
Pemphigus Ab inh	97	105	x	102	126	99	100	99
V-ATPase pH	1	-3	-1	6	3	3	2	-5
Arrestin-AP2 inh	0	27	-13	10	42	-2	2	11
RTF Ca sens inh	-6	-4	9	1	-12	6	1	-4

#33 C[C@@H]1CN([C@@H](C)CO)C(=O)c2cc(NC(=O)CCC(F)(F)F)ccc2O[C@H]1CN(C)S(=O)(=O)c1ccc(Cl)cc1
#34 O=C(NCC1CCCCC1)c1cccc(Br)c1
#35 O=C(c1ccc(Cl)cc1Cl)N1CCN(c2ccccn2)CC1
#36 O=C(Cc1cccs1)Nc1cccc(-c2ccc3nncn3n2)c1
#37 O=C(Nc1ccc(Cl)c(S(=O)(=O)N2CCOCC2)c1)C1=NN(c2ccccc2)C(=O)CC1
#38 COc1cccc(/C=N/NC(=O)C(C)Cn2cnc3ccccc32)c1 (stereo not drawn)
#39 Cc1ccccc1NCC(=O)N=Nc1c(O)[nH]c2ccc([N+](=O)[O-])cc12
#40 CC(C)CCC(C(=O)NC(C)c1ccccc1)C(=O)NC(C)c1ccccc1 (stereo not drawn)
Compound	33	34	35	36	37	38	39	40
RTF Ca sens act	-2	2	1	-3	5	x	1	-6
C-LANA FP	2.0	2.2	0.9	0.8	1.9	0.3	-4.4	0.5
MOR-DOR ag	-3.9	1.7	-1.7	-2.1	-2.7	x	18	-1.8
MOR-DOR inv ag	22	-12	9	11	14	x	-98	9
Keap1 Nrf2 FP	1	-1	-4	-4	0	-2	-4	-1
Wnt bcat act	-2	0	0	0	-6	-1	-3	-3
Pemphigus Ab inh	96	x	108	105	130	97	96	93
V-ATPase pH	0	-2	0	-1	1	3	5	-4
Arrestin-AP2 inh	-1	16	-2	-1	-13	-8	-26	23
RTF Ca sens inh	-2	4	-6	-8	-4	x	-13	2

Whole records, looked up by structure.
O=C(c1ccc(Cl)cc1Cl)N1CCN(c2ccccn2)CC1 is listed with RTF Ca sens act = 1; C-LANA FP = 0.9; MOR-DOR ag = -1.7; MOR-DOR inv ag = 9; Keap1 Nrf2 FP = -4; Wnt bcat act = 0; Pemphigus Ab inh = 108; V-ATPase pH = 0; Arrestin-AP2 inh = -2; RTF Ca sens inh = -6
CC(C)CCC(C(=O)NC(C)c1ccccc1)C(=O)NC(C)c1ccccc1 (stereo not drawn) is listed with RTF Ca sens act = -6; C-LANA FP = 0.5; MOR-DOR ag = -1.8; MOR-DOR inv ag = 9; Keap1 Nrf2 FP = -1; Wnt bcat act = -3; Pemphigus Ab inh = 93; V-ATPase pH = -4; Arrestin-AP2 inh = 23; RTF Ca sens inh = 2

(next part)
#41 NC(=S)NN=C1CCCCCCCC1
#42 O=CN1CCN(C(=O)c2ccccc2Cl)CC1
#43 O=C1O/C(=C\C(=O)N2CCOCC2)c2ccccc21
#44 COc1ccc(/C=C/C(=O)N/C(=C\c2ccco2)C(=O)NCCc2nc3ccccc3[nH]2)cc1
#45 NS(=O)(=O)c1ccc(NC(=O)CN2CCN(Cc3ccccc3)CC2)cc1
#46 CCCCN(C)CCn1c(=S)[nH]c2ccc(N3CCOCC3)cc2c1=O
#47 CC(=O)c1nnn(-c2ccccc2C#N)c1C
#48 O=C(C1CCN(S(=O)(=O)c2cccs2)CC1)N1CCCCC1
Compound	41	42	43	44	45	46	47	48
RTF Ca sens act	1	-5	2	3	5	0	5	-6
C-LANA FP	-0.3	-0.7	0.8	-2.7	0.1	-3.0	0.0	-0.7
MOR-DOR ag	2.5	-4.0	2.2	-0.2	-2.7	0.1	-1.7	0.9
MOR-DOR inv ag	-12	20	-13	1	13	0	8	-5
Keap1 Nrf2 FP	-3	-3	-6	-2	-1	0	1	-4
Wnt bcat act	-6	x	x	2	x	-8	1	-2
Pemphigus Ab inh	x	x	111	108	99	97	x	95
V-ATPase pH	0	-3	5	4	1	1	0	5
Arrestin-AP2 inh	22	-5	-2	6	9	7	1	-8
RTF Ca sens inh	-3	-1	1	-1	-10	-16	3	-3

#49 CCN(CC(=O)Nc1c(F)cccc1F)C(=O)c1ccc(Cl)c(S(=O)(=O)N2CCCCC2)c1
#50 CC(C)CN(C(=O)CN(C)CC(=O)Nc1ccccc1C#N)c1c(N)n(CC(C)C)c(=O)[nH]c1=O
#51 CN(CC(=O)Nc1cccc2ccccc12)C(=O)c1cccc(S(=O)(=O)N(C)C)c1
#52 S=C(Nc1cccc(Br)c1)c1ccccc1
#53 O=C1CN(C(=S)NC(=O)c2ccc(-c3ccccc3)cc2)CCN1
#54 O=C(O)C1C2C=CC(C2)C1C(=O)NCc1cccnc1 (stereo not drawn)
#55 Cc1ccc(CN2C(=O)CCC2C(=O)NCCN2CCN(c3cccc(Cl)c3)CC2)cc1 (stereo not drawn)
#56 Cc1ccc(-c2nnn3c2nc(Cl)c2ccccc23)cc1
Compound	49	50	51	52	53	54	55	56
RTF Ca sens act	-3	-4	4	-5	2	0	6	1
C-LANA FP	-0.8	0.4	-0.5	1.3	0.2	-1.0	-1.6	1.0
MOR-DOR ag	-0.7	-1.8	-2.7	2.4	-3.2	-1.6	-1.7	-1.7
MOR-DOR inv ag	5	10	14	-15	17	8	9	9
Keap1 Nrf2 FP	0	-8	2	-3	-1	-7	-2	-4
Wnt bcat act	0	-7	-3	x	23	7	-1	-2
Pemphigus Ab inh	103	88	100	85	98	x	109	96
V-ATPase pH	0	1	2	5	2	3	3	-7
Arrestin-AP2 inh	0	1	10	-9	-28	3	6	20
RTF Ca sens inh	-4	1	-4	-23	5	-2	7	2

Copied from the list.
CN(CC(=O)Nc1cccc2ccccc12)C(=O)c1cccc(S(=O)(=O)N(C)C)c1 in RTF Ca sens inh: -4
O=C1CN(C(=S)NC(=O)c2ccc(-c3ccccc3)cc2)CCN1 in MOR-DOR inv ag: 17

An unsorted share of the library; any-hit rate near 3.1%.
